Screening results from PubChem BioAssay.
S1P4 antag – blocks the human S1P4 receptor; O95977; S1P4-expressing cells, antagonist mode, reporter read-out; inhibition, % at 4.98 µM; 220,000 tested, 0.26% active; AID 1510; in the data active means inhibition above about 29%;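 further: 0% = wells stimulated with agonist and 100% = vehicle wells without agonist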
eIF4E 4G PPI – blocks eIF4E binding to eIF4G | P63073+Q04637 | TR-FRET eIF4E-eIF4GI(517-606) binding, 2 h | inhibition, % at 21.7 µM | 220,000 tested, 0.37% active | AID 782;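 active means inhibition above about 30%, limit read from the data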;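 further: 0% = full FRET control wells and 100% = background wells lacking eIF4GI fragment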
BaF3 parental – counter-screen for JAK2V617F inhibitors: parental Ba/F3 viability inhibitors | CellTiter-Glo ATP luminescence | inhibition, % at 5.6 µM | 220,000 tested, 1.1% active | AID 1486;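 active means inhibition above a per-campaign cutoff, the mean inhibition of all tested compounds plus 3 SD, cut at about 27% in these data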;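 further: 0% = DMSO wells and 100% = JAK Inhibitor I control wells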
Wee1 stabilizer – blocks degradation of human Wee1 kinase | P30291 | HeLa Luc-Wee1K328M stability, luciferase luminescence; 100% = proteasome inhibitor MG132 effect | reporter increase, % at 5 µM | 220,000 tested, 1.2% active | AID 1321;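 active means activation above the mean of all tested compounds plus 3 SD, set per screening run, cut at about 8.8% in these data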;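 further: cells exposed to compound for 20 h before luminescence read; 0% = DMSO alone and 100% = MG132 at 30 µM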
PERK inhibitor – inhibitors of human PERK kinase; Q9NZJ5; 220,000 tested, 0.17% active; CHO PERK-DD fusion, SEAP luminescence translation reporter; inhibition, % at 5.6 µM; AID 1416;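 active means inhibition above the mean inhibition of all tested compounds plus 3 SD, set separately per screening campaign, cut at about 2.9% in these data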;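 further: PERK kinase domain activated by AP20187 dimerizer at 100 nM; 0% = DMSO with dimerizer and 100% = rapamycin at 8.4 µM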
Target sequence (Q9NZJ5 whole entry, looked up, the tested form may be a part): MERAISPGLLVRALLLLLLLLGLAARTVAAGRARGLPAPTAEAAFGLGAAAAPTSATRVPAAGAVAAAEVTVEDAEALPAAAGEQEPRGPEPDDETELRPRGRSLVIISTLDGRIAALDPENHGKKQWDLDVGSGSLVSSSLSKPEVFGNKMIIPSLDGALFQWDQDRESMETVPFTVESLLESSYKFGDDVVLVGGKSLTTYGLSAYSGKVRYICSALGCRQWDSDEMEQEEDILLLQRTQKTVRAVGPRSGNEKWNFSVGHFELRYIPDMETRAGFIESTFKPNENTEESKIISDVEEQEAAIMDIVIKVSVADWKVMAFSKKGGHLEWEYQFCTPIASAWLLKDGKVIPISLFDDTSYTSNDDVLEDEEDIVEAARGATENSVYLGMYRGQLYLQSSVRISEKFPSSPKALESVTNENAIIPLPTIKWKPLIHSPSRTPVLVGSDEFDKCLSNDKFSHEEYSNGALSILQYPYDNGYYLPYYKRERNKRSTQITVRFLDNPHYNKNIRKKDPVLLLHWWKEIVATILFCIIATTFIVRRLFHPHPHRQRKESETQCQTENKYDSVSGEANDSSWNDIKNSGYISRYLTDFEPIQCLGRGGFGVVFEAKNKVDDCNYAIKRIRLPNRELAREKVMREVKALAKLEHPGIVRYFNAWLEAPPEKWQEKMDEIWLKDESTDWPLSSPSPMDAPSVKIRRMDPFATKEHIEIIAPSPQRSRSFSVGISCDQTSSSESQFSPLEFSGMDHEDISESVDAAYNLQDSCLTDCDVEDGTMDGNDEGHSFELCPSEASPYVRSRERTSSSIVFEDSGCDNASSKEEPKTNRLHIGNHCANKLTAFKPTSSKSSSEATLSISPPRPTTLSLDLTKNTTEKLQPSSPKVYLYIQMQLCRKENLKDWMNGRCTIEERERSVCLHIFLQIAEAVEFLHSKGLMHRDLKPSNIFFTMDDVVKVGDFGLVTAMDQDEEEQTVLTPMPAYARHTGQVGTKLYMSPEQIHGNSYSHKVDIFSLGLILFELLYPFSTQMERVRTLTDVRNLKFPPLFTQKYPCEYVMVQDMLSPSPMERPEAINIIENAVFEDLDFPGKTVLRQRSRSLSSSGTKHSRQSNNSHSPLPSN
S1P4 ag – human S1P4 receptor agonism; S1P4-expressing cell line, agonist reporter assay; activation, % at 4.98 µM; 220,000 tested, 0.35% active; in the data active means activation above about 11%;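 further: 0% = DMSO vehicle and 100% = reference agonist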
Ba/F3 V617F tox – lowers viability of Ba/F3 cells expressing EpoR and JAK2V617F. 220,000 tested, 1.1% active. ATP luminescence. inhibition, % at 5.6 µM;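 active means inhibition above the campaign mean plus 3 SD over all tested compounds, cut at about 24% in these data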;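 further: cytokine-independent growth of Ba/F3 cells driven by EpoR plus mutant JAK2; 0% = DMSO-treated cells and 100% = JAK inhibitor I control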
NPY2 pot ag – potentiators or agonists of human neuropeptide Y receptor Y2; activation, % at 3.6 µM; 220,000 tested, 0.45% active; cells expressing NPY-Y2, potentiator/agonist read-out; in the data active means activation above about 27%;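 further: cells stimulated with NPY near EC25 plus isoproterenol at EC100; 0% = vehicle plus submaximal agonist and 100% = vehicle plus saturating agonist; some results beyond the cut were filed as inactive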
Mdm2 ligase inh – inhibitors of human Mdm2 E3 ubiquitin ligase | Q00987 | cell-based MDM2 ubiquitination luciferase reporter, 2 h; 0 = plate control, 100 = twice control, blank-subtracted | signal enhancement, % at 5 µM | 210,000 tested, 0.11% active | AID 1230;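 active means signal enhancement of 30% or more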;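 further: luminescence tracks abundance of the self-degrading MDM2-luciferase fusion protein; higher signal means inhibition of MDM2 E3 ligase activity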
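Material: stable MDM2–luciferase fusion reporter cells / Quantity: 2000 cells/well / Dosing: single 5 µM compound dose, 0.2% final DMSO / Buffer or medium: DMEM / Schedule: 4 h cell settling then 2 h compound exposure, 37 °C / Detection: luminescence with SteadyLite reagent, 15 min at room temperature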
The depositor's hits bear a star; x = not tested or not shown; & = joins results of further samples; [ ] = dose if it differs, or a comment.

SMILES	S1P4 antag	eIF4E 4G PPI	BaF3 parental	Wee1 stabilizer	PERK inhibitor	S1P4 ag	Ba/F3 V617F tox	NPY2 pot ag	Mdm2 ligase inh
CCCCn1c(NC(C)CC)nc2c1c(=O)[nH]c(=O)n2C (stereo not drawn)	0	-11	7	2	0.4	1.3	-1	4	-19
O=C(NCCN1CCOCC1)c1ccccc1Oc1ccccc1	8	2[fluorescence artefact?]	2	-1	0.3	-0.3	-6	16	-11
CCCN(CC(=O)Nc1ccccc1C)C(=O)/C=C/c1cccs1	3	-2	7	4	-0.8	0.7	1	-17	x
N#C/C(=C\c1cccc(O)c1)C(=O)Nc1ccc2c(c1)OCCO2	2	-3	2	-2	1.8	-0.2	-3	-4	5
CN(C)c1cccc(C(=O)NCC2CCCO2)c1 (stereo not drawn)	-19	1[fluorescence artefact?]	1	-1	1.1	-1.2	-4	9	-22
O=C(Cc1cccc2ccccc12)N/N=C/c1ccc(Sc2cccc3cccnc23)o1	-5	-25	1	-1	0.7	2.9	-4	14	-18
C=CCN(C(=O)CCC(=O)Nc1cc(C)on1)C(C(=O)NC(C)(C)C)c1cccc(OC)c1OC (stereo not drawn)	-2	6	8	-2	0.2	-0.6	-2	6	-6
CCOC(=O)CNC(=O)CSc1nc(-c2ccc(OC)cc2)ns1	-8	-2	2	-2	0.2	-0.5	-2	8	-1
Cn1c(C(=O)NCCOc2ccccc2Cl)cc(=O)n(C)c1=O	-23	-1	0	1	0.6	0.5	1	-2	-5
COC(=O)[C@@H]1CC[C@H](C)[C@@H](c2ccc(C)cc2)N1C(=O)c1ccc(/C=N/O[C@@H](C)CN2CCCCc3nc(C)c(C)cc32)cc1	4	2	7	0	-0.6	0.7	0	-4	x
COc1ccc(C(=O)CSc2nnc(CCc3ccccc3)n2-c2ccccc2)cc1	12	-19	2	0	-1.3	-4.2	-1	-25	-20
CCC(CC)C(=O)Nc1cccc(C(=O)NCc2ccco2)c1	-13	8	5	-2	-0.6	1.2	3	-10	-1
Clc1ccc2nc(N3CCCCC3)[nH]c2c1	13	-5	3	4	0.9	-0.1	2	-16	-38
Nn1c(SCC(=O)NC(=O)NCc2ccco2)nnc1-c1ccc(OC(F)F)cc1	-3	-1	1	-2	0.1	-0.9	-3	0	-8
CCc1ccc(N2CCN(C(=O)c3ccc(OC)c(OC)c3)CC2)cc1	-11	-4	7	1	0.4	0.0	0	6	-12
O=C(/C=C/c1cccc([N+](=O)[O-])c1)Nc1ccc(NC(=O)c2cccs2)cc1	-15	11[fluorescence artefact?]	4	2	1.7	3.8	1	2	-11
CCCOc1ccc(/C=C/C(=O)N2CCN(c3ccccn3)CC2)cc1	2	1	3	0	-0.5	0.7	3	-22	-9
O=c1c2cccnc2[nH]c(=S)n1CCCN1CCN(c2ccccc2F)CC1	10	-1	3	1	-0.1	-2.0	3	4	-10
CC1(C)Cc2c(sc(NC(=O)c3ccco3)c2C#N)CO1	7	-11	9	2	0.1	-2.3	8	-19	-25
COC(=O)c1c(NC(=O)CC2Nc3ccccc3NC2=O)sc(C)c1C (stereo not drawn)	-5	-22	-2	-1	-0.3	1.6	-2	-11	-23
C/C(=N\NC(N)=O)c1c(F)cccc1F	1	0	-1	-2	0.8	-0.6	-1	-1	-2
C/C(=N\Nc1nc(C)cc(C)n1)c1ccc(N2CCOCC2)cc1	-2	1	2	3	0.7	0.4	-4	-3	2
C=CCOc1ccc(CNC(C)(C)CO)cc1OCC	-9	-3	4	-1	0.4	1.2	-1	-12	-16
CCOc1ccc(CCNC(=O)CCS(=O)(=O)c2ccc(OC)cc2)cc1OCC	-14	2	1	1	-0.8	1.3	-1	12	-1
N#Cc1cnc2sc3ccccc3n2c1=N	11	1	1	1	1.1	-1.6	-2	0	-12

New compounds follow.
SMILES	S1P4 antag	eIF4E 4G PPI	BaF3 parental	Wee1 stabilizer	PERK inhibitor	S1P4 ag	Ba/F3 V617F tox	NPY2 pot ag	Mdm2 ligase inh
O=C(COc1ccccc1)Nc1ncc2c(n1)CCCC2=O	-41	-7[fluorescence artefact?]	7	-1	1.3	0.7	3	-10	-2
O=C(CNC(=O)c1cccs1)NCC(=O)OCc1ccc(Cl)cc1	-6	-2[fluorescence artefact?]	5	-1	2.6	1.4	2	1	-1
Cn1c(=O)[nH]c(=O)c2c1nc(N/N=C/C(Br)=C/c1ccccc1)n2CCO	6	5	0	-2	0.8	0.5	-1	-8	2
O=C(CC1C(=O)NCCN1C/C=C/c1ccccc1)NCCc1ccncc1 (stereo not drawn)	-24	2	12	1	1.4	1.8	5	-4	-34
CCOC(=O)CSc1nc(=O)n2ccc(C)cc2n1	5	3	1	-2	0.9	-1.8	-2	-6	-14
CCN(CC)CCNC(=O)c1ccc(NC2=NC3CS(=O)(=O)CC3S2)cc1 (stereo not drawn)	-7	-5[fluorescence artefact?]	11	3	1.5	-0.8	1	-15	-4
Cc1cccc(NC(=O)c2ccc(-n3ccnc3)nc2)c1	-4	-11[fluorescence artefact?]	1	-2	0.9	0.1	-3	7	-10
COc1ccc(N2CCN(C(=O)CN(C)S(=O)(=O)c3ccc4c(c3)c(=O)n(C)c(=O)n4C)CC2)cc1	-4	5	3	0	0.1	-1.4	-3	-10	-6
Cc1ccc(C)c(OCc2ccc(C(=O)NN)o2)c1	-4	-1	2	-3	1.3	-1.6	-3	-6	-9
Cc1csc(SCC(=O)N(C)c2c(N)n(Cc3ccccc3)c(=O)[nH]c2=O)n1	-9	4	4	-4	0.4	-0.6	-1	1	-5
COc1ccc(C(=O)COC(=O)CN2C(=O)C3C4C=CC(C4)C3C2=O)cc1 (stereo not drawn)	-1	3	9	-2	0.5	0.9	0	14	17
COc1ccc(OC)c(NC(=O)CNC(=O)c2ccc([N+](=O)[O-])cc2)c1	1	2	12	0	0.8	0.6	2	-10	-5
CCOC(=O)N1CCC(N2C(=O)c3ccccc3C2Nc2ccc(S(=O)(=O)N3CCCCC3)cc2)CC1 (stereo not drawn)	3	-1	7	1	-0.3	-1.6	5	4	-19
O=C(/C=C/c1cc([N+](=O)[O-])ccc1OC(F)F)Nc1cccc(OC(F)F)c1	-5	0	5	1	0.3	-0.8	0	-2	-9
Cn1cnnc1Sc1ccc(C(=O)OCC(=O)NCC(F)(F)F)cc1[N+](=O)[O-]	16	-3	1	-2	0.0	0.3	-1	2	-9
C=CCn1c(SCC(=O)Nc2nnc(C)s2)nnc1-c1cccnc1	-8	1	5	1	0.2	-0.2	5	-9	-1
CCOCCCNC(=O)C1CCN(S(=O)(=O)c2ccc(C)cc2)CC1	-23	2[fluorescence artefact?]	-1	0	0.8	-0.3	-2	-3	13
O=C(CNC(=O)c1ccc(S(=O)(=O)N2CCCC2)cc1)N/N=C/c1c(Cl)cccc1Cl	-19	-1	0	-1	-0.8	0.6	-1	12	-3
COc1ccc(-n2ncc3c(NC(C)C)ncnc32)cc1	3	6	6	-2	0.7	0.2	4	-3	-46
C(=N\N1CCN(Cc2ccccc2)CC1)/c1cccs1	-24	2	6	0	1.7	1.7	0	4	4
CSc1cccc(NC(=S)N(Cc2ccc(C)cc2)Cc2cccnc2)c1	-2	87*	11	1	-0.1	0.1	0	6	-8
CSCC[C@H](NC(=O)Nc1ccc(OC(F)(F)F)cc1)C(=O)O	9	0	-1	0	0.8	-0.2	-2	-4	-15
Cc1ccc(S(=O)(=O)N[C@H](C(=O)N2CCC(C(=O)N3CCC[C@H]3C(=O)O)CC2)C(C)C)cc1	-9	5	0	-1	0.1	-2.3	-2	2	-10
CC(C)=CC[N+]1(C)CCCCC1	-13	6	6	0	1.8	0.3	-3	-3	-16
Nc1nc(SCC(=O)NCc2ccc(F)cc2)[nH]c(=O)c1NC(=O)c1ccc(Cl)cc1	-14	-4	7	-2	1.1	-0.9	-1	-2	-4

More compounds:
SMILES	S1P4 antag	eIF4E 4G PPI	BaF3 parental	Wee1 stabilizer	PERK inhibitor	S1P4 ag	Ba/F3 V617F tox	NPY2 pot ag	Mdm2 ligase inh
CC1CN(S(=O)(=O)c2cccc(C(=O)NN3CCN(C)CC3)c2)CC(C)O1 (stereo not drawn)	-7	1	3	2	0.0	1.2	3	0	-20
COC(=O)c1ccccc1NC(=O)CN1CCC(C)CC1	3	-5	-4	8	1.3	0.2	-2	-4	-16
NC1=NC(=O)/C(=C/c2cn(Cc3ccccc3)c3ccccc23)S1	-12	0	8	0	0.3	1.2	-4	19	-12
O=C(c1ccc(C(=O)N2CCCc3ccccc32)s1)N1CCCc2ccccc21	-4	-3	8	2	-1.2	2.2	-1	-5	-5
O=C(c1ccc(O)cc1)c1ccc(C(=O)c2ccc(O)cc2)cc1	11&-16	-8&3	-4&4	-2&-2	0.6&0.0	2.1&-4.0	0&0	-6&10	-96&-4
CCC(=O)NC1(C(F)(F)F)C(=O)Nc2c1c(=O)[nH]c(=O)n2Cc1ccco1 (stereo not drawn)	-4	3	3	0	2.1	0.2	3	3	-14
Cc1cccn2cc(CNC(=O)c3ccc(Br)o3)nc12	-1	2	0	-1	0.3	-0.4	0	-20	-19
Cc1nn(Cc2ccc([N+](=O)[O-])cc2)c(=O)n1-c1ccc(F)cc1	-32	2	5	2	0.1	1.2	-4	-7	-7
CCN1CCN(C(=O)c2cc3cc4cc(OC)ccc4nc3s2)CC1	1	1	7	1	-0.1	-0.8	-2	7	-11
O=C(Nc1ccc(F)cc1)c1csc(Cc2ccccc2)n1	0	-1	-1	-1	-0.3	1.3	-4	-21	-22
Cn1c(=O)c(NCCO)c2c3c(cccc31)C(=O)c1ccccc1-2	-11	-3[fluorescence artefact?]	4	-3	-1.3	1.6	3	7	1
CCSS(=O)(=O)c1cccc2cccnc12	-4	23	5	2	0.6	1.4	-1	18	-17
CC1CCCN(C(=O)CSc2nnc(-c3cccnc3)n2C2CCCCC2)C1 (stereo not drawn)	-6	4	6	-2	-0.9	-0.1	-2	20	-4
O=C1C(=O)N(CC2CCCO2)C(c2ccco2)/C1=C(/O)c1ccc(F)cc1 (stereo not drawn)	-10	-1	7	3	0.8	0.4	5	-10	12
CCOc1ccc(/C=C(/NC(=O)c2ccccc2Cl)C(=O)O)cc1	-2	-1	2	-3	0.8	-0.1	-2	-11	-10
CC(NC(=O)c1ccccc1NC(=O)c1ccccc1)C(=O)N1CCOCC1 (stereo not drawn)	1	6	1	0	-0.1	1.8	-1	9	-3
O=C(O)CC12CC3CC(C1)CC(n1ncc(NCc4ccco4)c(Cl)c1=O)(C3)C2	2	-4	0	0	0.0	2.2	0	-3	-20
CC1(C)Cc2nc(N3CCOCC3)c(C#N)cc2CO1	-5	8	4	1	-0.3	2.7	2	-5	-9
OCCN(CCO)c1ccc2ccccc2c1	14	6	0	0	0.9	0.9	-3	-7	-14
COc1cc(OC)c(C(=O)CCCN2CCCC2)c(OC)c1	-2	0	8	2	0.4	1.8	3	4	x
Cc1ccc(O)c(-c2cc(C(=O)Nc3cccnc3)[nH]n2)c1	3	-4	2	4	0.6	0.8	-2	-5	-7

Limited to Ba/F3 V617F tox, for three of the compounds above:
Compound | Ba/F3 V617F tox
Nc1nc(SCC(=O)NCc2ccc(F)cc2)[nH]c(=O)c1NC(=O)c1ccc(Cl)cc1 | -1
CCOC(=O)N1CCC(N2C(=O)c3ccccc3C2Nc2ccc(S(=O)(=O)N3CCCCC3)cc2)CC1 (stereo not drawn) | 5
C(=N\N1CCN(Cc2ccccc2)CC1)/c1cccs1 | 0
